GPR55 LPI antagonism: inhibition of LPI-stimulated GPR55 beta-arrestin translocation – imaging, U2OS, beta-arrestin-GFP, LPI agonist, primary screen (AID 2013); U2OS GPR55 beta-arrestin-GFP translocation imaging, LPI antagonism; higher % means a stronger effect; one-dose inhibition, % at 10 µM; IC50 in µM for titrated hits; 290,000 compounds, 0.13% hits;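 active = spots per cell inhibited over 60%, with over 100 cells counted and total cytoplasm intensity under 500,000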;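 note: U2OS cells stably carrying GPR55 and arrestin-GFP stimulated by 5 µM LPI near EC80; imaged beta-arrestin-GFP aggregate spots per cell after agonist stimulation; plate controls were LPI-stimulated DMSO wells for no effect and DMSO wells without LPI for full effect; some results filed as inactive read as strong as hits; confirmed hits need IC50 under 10 µM and bright autofluorescent wells are also inconclusive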
KOR beta-arrestin-1: kappa opioid receptor activators – cell-based, luminescence, uHTS, primary screen (AID 1777) | KOR beta-arrestin recruitment, luminescence; higher % means a stronger effect | 280,000 compounds, 0.02% hits | activation, % at 10 µM; hits with a dose series show EC50 in µM; in the data active = activation above about 50%, passing the limit was not always enough; note: a part of the inactive calls stands beside numbers as strong as those of hits
T cell HTS: T cell immune modulators affecting CD8 T cell-vesicle binding | AID 2052 | calls only at 7 µM | 330,000 compounds, 0.068% hits | 2C CD8+ T cell-vesicle binding, flow cytometry; hits give low values;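 active = response, share of CD8 T cells binding vesicles, and their 90th percentile fluorescence all below set limits, cut at about 80% in these data, passing the limit was not always enough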
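Material: 2C TCR transgenic mouse naive CD8+ T cells, MACS-purified. Also added: QL9-charged Drosophila Ld/ICAM-1/B7-1 vesicles. Timing: binding 1.5 h at 37 °C. Measured by: high-throughput flow cytometry with anti-B7-1 and anti-CD8 staining. Read-out: percent CD8+ FL2 mean versus row control. Controls: Unloaded micro-vesicles (low), QL9 vesicles with 0.7% DMSO (high).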
NTR1 ag: NTR1-driven beta-arrestin-GFP spot formation – imaging, U2OS cells, high content, primary screen (AID 493036); agonist mode; activation, % at 20 µM; P30989; 330,000 compounds, 0.17% hits;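 active = activation at or above 40% of the spot to cytoplasm intensity ratio, with at least 20 cells analyzed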;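 note: 0% = DMSO without peptide and 100% = 100 nM NTR1 peptide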
Target sequence (P30989 whole entry, looked up): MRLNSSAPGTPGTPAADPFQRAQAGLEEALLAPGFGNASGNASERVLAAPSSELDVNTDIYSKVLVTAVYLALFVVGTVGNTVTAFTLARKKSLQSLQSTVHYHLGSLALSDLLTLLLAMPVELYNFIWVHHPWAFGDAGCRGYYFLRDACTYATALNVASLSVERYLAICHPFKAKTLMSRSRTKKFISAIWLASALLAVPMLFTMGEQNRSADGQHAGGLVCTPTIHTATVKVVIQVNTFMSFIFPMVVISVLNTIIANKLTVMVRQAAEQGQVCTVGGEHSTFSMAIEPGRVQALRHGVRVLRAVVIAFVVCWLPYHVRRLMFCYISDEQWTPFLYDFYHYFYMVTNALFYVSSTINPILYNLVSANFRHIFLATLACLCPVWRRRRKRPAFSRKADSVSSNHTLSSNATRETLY
NOD2 inhibition: NOD2 signaling inhibitors, cell-based, luminescence, uHTS, HEK293 (AID 1566). HEK293 NOD2/NF-kB luciferase reporter, luminescence; higher % means a stronger effect. inhibition, % at 4 µM; hits with a dose series show EC50 in µM. 290,000 compounds, 0.63% hits; note: many of its hits are not listed in these tables
GPR55 beta-arrestin: GPR55 agonists via beta-arrestin recruitment, primary screen, imaging, U2OS cells, beta-arrestin-GFP redistribution (AID 1961). activation, % at 10 µM, or EC50 in µM where a hit was titrated. 290,000 compounds, 0.048% hits. U2OS GPR55 beta-arrestin-GFP redistribution imaging; higher % means a stronger effect;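 active = activation above 40% with more than 50 cells counted in the well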;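 note: U2OS osteosarcoma cells stably expressing GPR55 and beta-arrestin-GFP; plate controls were DMSO negative control for no effect and LPI positive control for full effect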
KOR beta-arrestin-2: kappa opioid receptor blockers – cell-based, luminescence, uHTS (AID 1778); KOR beta-arrestin recruitment, luminescence, antagonist mode; higher % means a stronger effect; inhibition, % at 10 µM, or IC50 in µM where a hit was titrated; 290,000 compounds, 0.091% hits; note: strong numbers were not always called active
NOD1 NF-kB reporter: NOD1 signaling inhibitors, primary screen, cell-based, luminescence, uHTS (AID 1578). NOD1-driven NF-kB luciferase reporter cells, luminescence; higher % means a stronger effect. inhibition, % at 4 µM; hits with a dose series show EC50 in µM. 290,000 compounds, 1% hits; in the data active = inhibition mostly above about 36%, no sharp cut-off; inactive = mostly below about 34%;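 note: HEK-293T reporter cells stimulated with the NOD1 agonist gamma-tri-DAP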
Myeloid diff MLP: myeloid differentiation induction. 360,000 compounds, 1% hits. ER-HoxA9 myeloid progenitors, lysozyme-GFP differentiation, flow cytometry. AID 624256. calls only at 10 µM;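 active = normalized GFP-positive differentiation at or above the plate's own cutoff, the solvent-only control mean plus 3 SD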;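 note: cells exposed to compound for four days before flow analysis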
T cell HTS vesicle-bound %: also measured in T cell HTS; calls as there; double positive events, %; measured here: CD8+ vesicle-bound cell fraction;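 binding gate set so that unloaded-vesicle control wells show 10% double positive cells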
NTR1 ag cell count 20 µM: second read-out of NTR1 ag, no call of its own (marks repeat the call); cell count; measured here: cell count, cytotoxicity flag
Myeloid diff MLP GFP+ MAC1+ %: also measured in Myeloid diff MLP; calls as there; GFP+ MAC1+ double positive, %; measured here: differentiation confirmed by MAC1 staining
* hit, by the source's call; i = inactive; . = no result given; [ ] = another dose, or the depositor's remark. Cut-off read from the data, not from the text of the source, unless noted: active = inhibition above about 50%; inactive = the rest.

Sequence of screens: GPR55 LPI antagonism | KOR beta-arrestin-1 | T cell HTS | T cell HTS vesicle-bound % | NTR1 ag | NTR1 ag cell count 20 µM | NOD2 inhibition | GPR55 beta-arrestin | KOR beta-arrestin-2 | NOD1 NF-kB reporter | Myeloid diff MLP | Myeloid diff MLP GFP+ MAC1+ %
Cn1cnnc1SCC(=O)NCCc1ccccc1
  18% | 1.9% | i | 30 | -0.7 | 80 | 6% | -0.1% | -52% | -17% | i | 1.1
COc1nc(C#N)c(N2CCOCC2)o1
  1% | 2.2% | i | 31 | 0.4 | 62 | 9% | 0.6% | 18% | -16% | i | 2.8
COCCCNC(=S)NNC(=O)c1csc(C)n1
  -1% | . | i | 29 | 0.6 | 53 | 2% | 0.2% | 27% | 5% | i | 0.6
CCCCNC(=O)[C@H]1N2C(=O)c3c(ccc(OC)c3OC)C2SC1(C)C (stereo partly specified)
  4% | 3.1% | i | 36 | -0.8 | 83 | -2% | 0.3% | -27% | -4% | i | 0.7
Nc1ncnc2c1ncn2C1OC(CO)C(O)C1N (stereo unspecified)
  5% | . | i | 55 | -1.4 | 106 | 16% | -0.1% | . | -6% | i | 3.8
Cn1cc(SCC(=O)NCc2ccc(F)cc2)c2ccccc21
  12% | -4.8% | i | 32 | -0.5 | 42 | -7% | 0.6% | 4% | -5% | i | 1.1
NC(=O)CSc1nnnn1-c1cccc(Cl)c1
  -14% | 7.5% | i | 47 | 0.0 | 29 | 13% | -0.3% | -9% | 51% | i | 0.2
CNC(=O)CSc1nnc(-c2ccc3c(c2)OCO3)n1C
  10% | . | i | 56 | -1.3 | 35 | -1% | 0.2% | -62%[20 µM] | -44% | i | 0.6
CCC(CO)Nc1ncc([N+](=O)[O-])cc1C#N (stereo unspecified)
  2% | -4.4% | i | 8 | 1.5 | 48 | 14% | -0.2% | -1% | 4% | i | 0.2
CCOC(=O)c1[nH]c(C)c(C(=O)Nc2ccccc2F)c1C
  -10% | 11% | i | 19 | 1.3 | 66 | 10% | -0.2% | 21% | -21% | i | 6.1
CCc1ccc(C2=NN(C(C)=O)C(c3ccco3)C2)cc1 (stereo unspecified)
  0% | 4.8% | i | 38 | -1.3 | 19 | -140% | -0.1% | -38%[20 µM] | -47% | i | 0.3
COc1ccccc1NS(=O)(=O)c1cc(NC(=O)Nc2ccc(Cl)cc2Cl)ccc1N1CCCCC1
  11% | 5.8% | i | 20 | 0.2 | 54 | -5% | 0.4% | 10% | -2% | i | 1.5
O=C(Cc1ccccc1)N1CCCC(c2nc(-c3cccs3)no2)C1 (stereo unspecified)
  2% | -4.7% | i | 33 | 2.2 | 61 | 14% | -0.2% | 22% | -32% | i | 0.5
Cc1ccc(-c2ccc(/C=N/NC(=O)CN3CCCC3)o2)cc1Cl
  44% | -0.7% | i | 34 | 1.9 | 28 | -19% | -0.1% | -21% | -54% | i | 0.6
O=C(CNC(=O)c1ccc(S(=O)(=O)N2CCCC2)cc1)N/N=C/c1ccc(F)cc1
  1% | -4.3% | i | 42 | -1.7 | 94 | 16% | 0.7% | 2% | -16% | i | 0.1
CC(C)C(NC(=O)CNC(=O)OC(C)(C)C)C(=O)NCc1ccccc1 (stereo unspecified)
  1% | 0.8% | i | 21 | -2.0 | 82 | -14% | -0.2% | 24% | -22% | i | 1.4
CC(C)C/C(O)=C/c1nc2cc(Cl)ccc2oc1=O
  3% | 9.9% | i | 30 | 2.1 | 70 | 1% | 0.1% | -8% | 16% | i | 2.1
O=Cc1c(Sc2ccccc2)nc2ccccn2c1=O
  12% | -1.0% | i | 22 | 1.7 | 47 | 21% | -0.1% | -26% | 2% | i | 0.2
CCc1ccc(NC(=S)N(CCN2CCCCC2)Cc2ccco2)cc1
  -3% | -1.1% | i | 45 | -2.3 | 52 | -9% | -0.2% | -6% | -9% | i | 0.7
COc1ccc(C(=O)N2CCCC(Nc3ccc(C)c(C)c3)C2)c(OC)n1 (stereo unspecified)
  6% | -3.8% | i | 7 | 0.0 | 72 | 5% | -0.1% | -19% | -19% | i | 0.2
Cc1cccc(NC(=O)N2CCN(Cc3ccccc3)CC2)c1
  9% | -4.8% | i | 41 | -0.1 | 106 | -23% | 0.3% | 25% | -42% | i | 0.6
COc1ccccc1NS(=O)(=O)c1ccc2c(c1)n(C)c(=O)n2C
  3% | 2.0% | i | 7 | -0.2 | 45 | -1% | -0.1% | 13% | -22% | i | 6.9
Cc1occc1-c1nnc(SCC(=O)NCc2cccs2)n1-c1ccc(F)cc1
  -19% | 7.6% | i | 9 | 2.7 | 56 | -3% | -0.2% | -40% | -33% | i | 1.2
O=C1N=c2ccccc2=C1c1sc(=S)n(CC2CCCO2)c1O (stereo unspecified)
  1% | 9.0% | i | 25 | 4.4 | 51 | 10% | -0.1% | -65% | 17% | i | 1.1
COc1cccc(OCC(O)CN2C(C)CCCC2C)c1 (stereo unspecified)
  20% | -2.6% | i | 53 | -0.8 | 38 | 16% | -0.2% | -7% | 5% | i | 0.5
CCOC(=O)c1ccc(NC(=O)N2CCN(S(C)(=O)=O)CC2)cc1
  6% | -2.3% | i | 1 | 0.8 | 73 | 5% | -0.1% | 20% | -17% | i | 2.1
COc1ccc(N2CC(C(=O)NCc3cccnc3)CC2=O)cc1 (stereo unspecified)
  6% | -0.3% | i | 22 | -0.5 | 38 | 8% | 0.3% | 22% | 2% | i | 0.3
Fc1cccc(Cc2noc(CN3CCSCC3)n2)c1
  -2% | -2.0% | i | 45 | 3.6 | 43 | 9% | 0.0% | -28% | -24% | i | 0.1
O=C1CNC(=S)N1C(CO)c1ccccc1 (stereo unspecified)
  3% | -2.7% | i | 23 | -1.7 | 96 | -10% | -0.1% | . | -6% | i | 0.5
O=C1N=C(C=c2ccc(=Cc3[nH]c(=O)[nH]c3O)cc2)C(=O)N1
  2% | 2.1% | i | 21 | 0.5 | 100 | 4% | 0.0% | -7% | 2% | . | .
COc1ccc(N2CCOCC2)c(NC(=O)c2ccco2)c1
  4% | -4.0% | i | 53 | -0.6 | 63 | -15% | 0.0% | 0% | 26% | i | 0.7
COc1ccc(Cc2nnc(NC(=O)c3cc(OC)cc(OC)c3)s2)cc1
  4% | 7.9% | i | 58 | 0.6 | 66 | -11% | -0.2% | -58%[20 µM] | -19% | i | 0.6
Cc1cc2ncc(S(=O)(=O)c3ccccc3)c(N)n2n1
  4% | -11% | i | 22 | -0.5 | 65 | -1% | -0.3% | 0% | -24% | i | 0.0
O=[N+]([O-])c1cccc(/C=N\N2CCN(c3ccc(Cl)cc3)CC2)c1
  4% | 3.8% | i | 42 | 2.4 | 49 | -9% | 0.6% | -2% | -18% | i | 1.2
CC(C)(C)S(=O)(=O)/C(C#N)=N/Nc1ccc(C#N)cc1
  7% | 1.9% | i | 46 | -0.5 | 50 | -11% | -0.6% | -10% | -38% | i | 0.3
Cc1ccc(-c2nn(CCC(=O)NC(C)C)c(=O)c3ccccc23)cc1
  -4% | 1.1% | i | 19 | 0.1 | 75 | 4% | -0.1% | -2% | -12% | i | 0.4
CCOC(=O)c1c(CN2CCOCC2)n(-c2ccccc2)c2cc(Br)c(OC)cc12
  23% | 1.9% | i | 21 | 1.6 | 78 | 24% | 0.2% | 3% | 31% | i | 0.2
CCc1c(C)nc2c(-c3ccccc3)c(C)nn2c1Nc1ccc(NC(C)=O)cc1
  -7% | 1.4% | i | 35 | 1.4 | 53 | -60% | -0.1% | 18% | -4% | i | 1.8
Cc1ccc2cc(COC(=O)c3cccc([N+](=O)[O-])c3)c(=O)[nH]c2c1
  5% | -1.1% | i | 30 | 0.8 | 72 | 10% | -0.3% | 6% | 2% | i | 0.6
CC(C)NC(=O)N1CCN(c2ccncc2S(=O)(=O)N2CCCCC2)CC1
  15% | -2.8% | i | 10 | -0.1 | 56 | 8% | -0.1% | 36% | -24% | i | 1.3
Cc1sc(NC(=O)CN2CCN(c3ccccn3)CC2)c(C#N)c1C
  14% | -5.7% | i | 43 | -1.3 | 57 | 7% | -0.4% | 10% | -26% | i | 1.1
COc1cc(NC(=O)CC(C)n2ccnc2)cc(OC)c1 (stereo unspecified)
  6% | -5.7% | i | 51 | 0.8 | 80 | 24% | 0.5% | 1% | 0% | i | 1.8
CC1CCCCC12NC(=O)N(CC(=O)Nc1cccnc1Cl)C2=O (stereo unspecified)
  -24% | 0.0% | i | 4 | 0.5 | 56 | 0% | -0.1% | -19% | -15% | i | 0.4
Clc1cccc(CNCCNCc2cccc(Cl)c2)c1
  -13% | -9.1% | i | 64 | -0.8 | 51 | -4% | -0.4% | 2% | -7% | i | 0.0
CSc1ccccc1NC(=O)CCn1c(=O)sc2ccccc21
  16% | 0.8% | i | 20 | -0.5 | 81 | -3% | -0.1% | -3% | -26% | i | 0.3
C/C(=N\O)c1ccc2c(c1)OCCO2
  -9% | -1.2% | i | 12 | 0.2 | 48 | 2% | -0.5% | 1% | -32% | i | 1.1
Cc1noc(C)c1C(=O)OCC(=O)C12CC3CC(CC(C3)C1)C2
  11% | 11% | i | 34 | 3.7 | 34 | 22% | 0.2% | 1% | 3% | i | 0.4

Quoted at random: 2 compounds from above
Sequence of screens: GPR55 LPI antagonism | KOR beta-arrestin-1 | T cell HTS | T cell HTS vesicle-bound % | NTR1 ag | NTR1 ag cell count 20 µM | NOD2 inhibition | GPR55 beta-arrestin | KOR beta-arrestin-2 | NOD1 NF-kB reporter | Myeloid diff MLP | Myeloid diff MLP GFP+ MAC1+ %
Cn1cc(SCC(=O)NCc2ccc(F)cc2)c2ccccc21
  12% | -4.8% | i | 32 | -0.5 | 42 | -7% | 0.6% | 4% | -5% | i | 1.1
CC(C)(C)S(=O)(=O)/C(C#N)=N/Nc1ccc(C#N)cc1
  7% | 1.9% | i | 46 | -0.5 | 50 | -11% | -0.6% | -10% | -38% | i | 0.3

An excerpt, so the mix of outcomes need not match the whole.
